Source: PubChem BioAssay (Sanford-Burnham Center for Chemical Genomics)
Jurkat NFkB inh – inhibitors of induced NF-kB luciferase reporter, primary screen, TCR NF-kB activation inhibitor project, cell-based, luminescence, uHTS; hit rate 0.53% among 330,000; Jurkat, PMA/ionomycin-induced NF-kB luciferase reporter; inhibition, % at 4 µM
UBC13 polyUb – UBC13 polyubiquitin chain formation inhibitors, primary screen, biochemical, TR-FRET, uHTS; hit rate 0.47% among 330,000; AID 485273, 2010; inhibition, % at 20 µM; in the data active means inhibition above about 45%, passing the limit was not always enough
Apaf-1 inh – inhibitors of human Apaf-1 apoptosome, primary screen, biochemical, DEVD-Rh110 fluorescence, uHTS | inhibition, % at 20 µM | hit rate 0.71% among 330,000 | reconstituted apoptosome caspase-3 activity; active means inhibition of at least 40% at 20 µM;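 further: plate controls were DMSO wells for no effect and DEVD-CHO caspase inhibitor wells for full effect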
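Material: reconstituted apoptosome with Apaf-1, cytochrome c, caspase-9, procaspase-3, dATP; medium: pH 7.5 Hepes buffer with CHAPS, BSA, DTT; also added: cytochrome c and DEVD-Rh110 substrate; timing: 30 min plus 50 min, RT; signal: Rh110 fluorescence intensity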
SENP7 inh – SENP7 protease inhibitors, primary screen, biochemical, luminescence, uHTS; Sentrin-specific protease 7 (Homo sapiens), Q9BQF6; recombinant SENP7, Z-RLRGG-aminoluciferin luminescence, 40 min; inhibition, % at 5 µM; hit rate 1.5% among 330,000; AID 434973, 2010;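 active means inhibition above about 50% at the single test dose, limit read from the data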;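 further: plate controls were DMSO with enzyme for no effect and no enzyme buffer wells for full effect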
Gli-Sufu antag – Gli-Sufu pathway antagonists, primary screen, luciferase luminescence, Sufu-KO-LIGHT cells, uHTS; Sufu-KO-LIGHT fibroblasts, Gli luciferase reporter luminescence; inhibition, % at 5 µM; hit rate 0.74% among 340,000;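 active means inhibition above about 55%, limit read from the data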;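 further: 0% = DMSO-treated cells and 100% = wells with medium but no cells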
697 NFkB inh – inhibitors of PMA/ionomycin-induced NF-kB reporter, 697 cells, primary screen, B-cell NF-kB inhibitor project, cell-based, luminescence, uHTS; inhibition, % at 4 µM; 697 B-cell NF-kB luciferase reporter, 16 h; AID 435022, 2010; hit rate 0.33% among 330,000; in the data active means inhibition above about 35%
HKDC1 inhibitor – HKDC1 hexokinase inhibitors, primary screen, biochemical, fluorescence, uHTS | recombinant HKDC1, G6PDH/diaphorase resazurin coupled fluorescence | inhibition, % at 20 µM | hit rate 0.16% among 340,000 | AID 493160, 2011;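 active means inhibition above about 35% when tested at 20 µM, limit read from the data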;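 further: plate controls were DMSO wells with enzyme for no effect and DMSO wells lacking enzyme for full effect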
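Assay system: recombinant HKDC1 hexokinase; detection: coupled resazurin fluorescence, excitation 525 nm, emission 613 nm; benchmarks: DMSO-plus-enzyme-mix negative control, buffer-substituted positive control; compound dosing: single 20 µM dose; schedule: 90 min at room temperature in dark; also added: glucose plus 1 mM ATP as hexokinase substrates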
SENP8 inh – SENP8 protease inhibitors, primary screen, biochemical, luminescence; purified SENP8, Z-RLRGG-aminoluciferin cleavage; inhibition, % at 10 µM; hit rate 1.2% among 330,000; AID 2540, 2010
Numbers without * were called inactive; x = no result given. Unless noted, no stated cut-off is given here; in the data, active means inhibition above about 50%; inactive means the rest.

SMILES	Jurkat NFkB inh	UBC13 polyUb	Apaf-1 inh	SENP7 inh	Gli-Sufu antag	697 NFkB inh	HKDC1 inhibitor	SENP8 inh
O=C(N/N=C/C(Br)=C/c1ccccc1)c1cccs1	-83	-2	16	38	-69	-137	-2	51*
CCOC(=O)c1c(COc2ccccc2)oc2ccc(O)cc12	-3	21	-3	0	-2	-1	1	-1
COC(=O)c1c(C)[nH]c(C(=O)C(C)OC(=O)C2CC(=O)N(CCc3ccccc3)C2)c1C (configuration not stated)	-5	3	8	5	-3	3	-7	-2
COc1ccc(SC[C@H](C)CN2CC[C@H](C(C)(C)C)CCC2=O)cc1	-20	4	31	-8	9	-1	4	-11
CN(C)C(CNS(=O)(=O)c1cc([N+](=O)[O-])ccc1Cl)c1ccco1 (configuration not stated)	-3	-6	0	8	4	5	11	1
CCCN=C1N(C)C[C@@H]2[C@@H]3C(=O)N(Cc4ccccc4)C(=O)[C@@H]3[C@](CC)(C(=O)OC)N12	x	x	16	1	33	-6	-4	x
CC1=CC(C)(C)N(C(=O)CSc2nnc(-c3ccccc3)o2)c2ccc(C)cc21	-1	-3	10	11	7	3	15	8
CC1(C(=O)N2CCOCC2)CCCCC1	-3	0	6	-2	-2	-4	-6	-3
O=C1CCCN1CCCN1CC(C(=O)N(CCO)Cc2ccccc2)CCC1=O (configuration not stated)	4	3	-5	2	-3	5	-3	-11
O=C(Nc1ccccc1)c1ccccc1OCc1ccc(S(=O)(=O)N2CCOCC2)cc1	-22	4	1	-11	-5	0	-1	0
Cc1cc(N/N=C/c2c(O)ccc3ccccc23)nc(-c2ccccc2O)n1	7	-6	1	8	-6	6	-4	-1
O=C(O)CNC(=O)CC1S/C(=N/N=C/c2ccccc2O)NC1=O (configuration not stated)	-6	4	-1	2	-13	12	-36	-5
Cc1c(/C=N/NC(=O)c2cc(C(C)(C)C)[nH]n2)c2ccccc2n1C	-13	-2	3	3	5	9	-7	0
O=C(O)c1ccc(NS(=O)(=O)/C=C/c2ccccc2)cc1O	-2	3	-12	0	0	15	-6	1
CCC1Oc2ccccc2N(CC(=O)NCCCN2CCOCC2)C1=O (configuration not stated)	2	-5	8	3	-1	13	-7	1
CCOc1cc(C)ccc1OCc1nnc(SCC(=O)c2cccc([N+](=O)[O-])c2)n1C	-31	-9	16	-5	x	-45	6	-1
CC(=O)SC1CC(=O)N(c2c(C)cccc2C)C1=O (configuration not stated)	2	4	-16	9	6	9	-1	10
O=C(CSc1nccc(-c2ccc(Br)cc2)n1)NCCc1ccccc1	-1	12	11	-8	15	-22	-5	-4
NC(=O)c1cccc(NC(=O)CCCCC(=O)Nc2cccc(C(N)=O)c2)c1	-11	-6	2	-6	3	13	-2	-5
CC1CCCC(NC(=O)C2CCCN2S(=O)(=O)c2cccc3nsnc23)C1C (configuration not stated)	2	-3	-4	8	-5	2	-4	-7
C=C(C)C(=O)Nc1cccc(C2=NOC3(C2)C[C@@H](C(N)=O)N(C(=O)c2ccc(OC)cc2)C3)c1 (some centres not stated)	10	-127	-340	-8	-7	2	-4	-9
CC(NC(=O)c1cc(COc2ccccc2)on1)c1nccs1 (configuration not stated)	-145	4	0	10	-8	-142	-5	27
O=C(CC1SC(N2CCOCC2)=NC1=O)Nc1ccccc1F (configuration not stated)	-16	5	-12	-3	-1	15	0	5
CN(C)S(=O)(=O)NC(c1ccccc1)c1ccccc1	2	-1	14	-8	2	-9	4	-12

SENP8 inh, entries above that show a hit
| molecule | Jurkat NFkB inh | UBC13 polyUb | SENP7 inh | 697 NFkB inh | HKDC1 inhibitor | SENP8 inh |
| --- | --- | --- | --- | --- | --- | --- |
| O=C(N/N=C/C(Br)=C/c1ccccc1)c1cccs1 | -83 | -2 | 38 | -137 | -2 | 51* |

Remaining list, next part:
SMILES	Jurkat NFkB inh	UBC13 polyUb	Apaf-1 inh	SENP7 inh	Gli-Sufu antag	697 NFkB inh	HKDC1 inhibitor	SENP8 inh
Cc1oc(-c2ccccc2F)nc1CN1CCC(C(=O)NC2CC2)CC1	-3	6	-6	1	0	5	3	-1
COc1ccc(CCNC(=O)C/C(C)=N/NC(=O)c2ccc(N)cc2)cc1OC	1	-7	-1	-2	1	-10	-4	0
COc1cc(NC(=S)N2CCN(S(C)(=O)=O)CC2)cc(OC)c1	4	-4	5	-12	5	6	-1	-12
O=C(CN1C(=O)NC(c2ccccc2)(c2ccccc2)C1=O)NC1CCCCC1	20	-4	-5	6	1	9	-4	-2
CCN(C(=O)CSc1nnc(C(C)N(C)C)n1-c1ccc(F)cc1)C1CCS(=O)(=O)C1 (configuration not stated)	-2	-1	-4	15	-3	6	-5	-5
CCC(CO)n1c(SCc2cc([N+](=O)[O-])cc3c2OCOC3)nc2ccccc2c1=O (configuration not stated)	13	12	9	0	3	1	4	5
COc1ccc(-c2cn(-c3ccc(Br)cc3)c3[n+]2CCS3)cc1	11	-8	1	-1	74*	-20	-16	-5
CC(C)(C)N1[C@@H](CC(=O)O)c2cc(C(F)(F)F)ccc2S1(=O)=O	-8	-7	0	8	-5	5	0	-8
Cc1ccc(C(=O)COC(=O)c2cc(Cl)nc3ccccc23)cc1C	-1	8	3	-1	4	5	-5	-15
CCC(C(=O)NCc1ccc(F)cc1)N(Cc1ccco1)C(=O)c1snc(C(N)=O)c1N (configuration not stated)	4	7	-17	2	4	2	-9	1
COc1ccc(-n2nc(C(=O)NCC(=O)NCCCN3CCC(C)CC3)c3ccccc3c2=O)cc1Cl	-8	11	17	5	4	24	-3	2
Cc1cc(C)n(-c2ccc(C(=O)O)cc2[N+](=O)[O-])n1	-3	-12	4	-8	-2	-14	-1	-9

An excerpt from above, limited to HKDC1 inhibitor and 697 NFkB inh.
Molecule	HKDC1 inhibitor	697 NFkB inh
CCOc1cc(C)ccc1OCc1nnc(SCC(=O)c2cccc([N+](=O)[O-])c2)n1C	6	-45
CC(=O)SC1CC(=O)N(c2c(C)cccc2C)C1=O (configuration not stated)	-1	9
O=C(CSc1nccc(-c2ccc(Br)cc2)n1)NCCc1ccccc1	-5	-22
NC(=O)c1cccc(NC(=O)CCCCC(=O)Nc2cccc(C(N)=O)c2)c1	-2	13

The main list resumes, repeating the 6 entries before the break.
SMILES	Jurkat NFkB inh	UBC13 polyUb	Apaf-1 inh	SENP7 inh	Gli-Sufu antag	697 NFkB inh	HKDC1 inhibitor	SENP8 inh
COc1ccc(-c2cn(-c3ccc(Br)cc3)c3[n+]2CCS3)cc1	11	-8	1	-1	74*	-20	-16	-5
CC(C)(C)N1[C@@H](CC(=O)O)c2cc(C(F)(F)F)ccc2S1(=O)=O	-8	-7	0	8	-5	5	0	-8
Cc1ccc(C(=O)COC(=O)c2cc(Cl)nc3ccccc23)cc1C	-1	8	3	-1	4	5	-5	-15
CCC(C(=O)NCc1ccc(F)cc1)N(Cc1ccco1)C(=O)c1snc(C(N)=O)c1N (configuration not stated)	4	7	-17	2	4	2	-9	1
COc1ccc(-n2nc(C(=O)NCC(=O)NCCCN3CCC(C)CC3)c3ccccc3c2=O)cc1Cl	-8	11	17	5	4	24	-3	2
Cc1cc(C)n(-c2ccc(C(=O)O)cc2[N+](=O)[O-])n1	-3	-12	4	-8	-2	-14	-1	-9
Cc1cc(C(=O)CCC(=O)NC(C)c2ccc(S(N)(=O)=O)cc2)c(C)s1 (configuration not stated)	-4	14	2	6	-10	-2	1	-5
CN1CCc2nc3sc(C(=O)NCc4ccccc4)c(N)c3cc2C1	-8	-60	22	7	13	-12	-12	9
COc1ccccc1NS(=O)(=O)c1ccc(Br)s1	-6	0	2	-1	8	5	-1	-1
Cc1cc(Br)ccc1NC(=O)CNC(=O)Cc1ccc(S(=O)(=O)N2CCOCC2)s1	8	-1	4	-4	4	-6	-2	-10
Cc1nc(NCCc2ccc(Cl)cc2)c2nnn(Cc3ccccc3)c2n1	16	-4	-3	-8	2	20	-3	-3
COc1ccc(/C=C/C(=O)OCn2c(SC)nnc(C)c2=O)cc1OC	-14	-6	1	0	0	0	1	4
CC(C)CCn1cnc2c1c(=O)n(C)c(=O)n2C	-1	7	-3	3	-3	16	3	8
COc1nc(-c2ccccc2)nc(C)c1CC(=O)O	0	2	-9	-8	6	23	-3	0
CC(NCCC1(Cc2ccccc2Cl)CCOC(C)(C)C1)c1cccs1 (configuration not stated)	-5	24	-8	-11	8	-27	-2	5
CC(=O)Nc1ccc(S(=O)(=O)Nc2nc3ccccc3nc2N2CCCCCC2)cc1	-2	-12	21	-4	-3	10	9	3
C=CCN1C(=O)c2ccc(C(=O)N(CC)CC(=O)Nc3c(F)cccc3F)cc2C1=O	9	0	1	-8	1	15	-4	10
CCN(CC)CCCn1c(=S)[nH]c2ccc(Cl)cc2c1=O	-3	19	8	-4	8	-3	-3	-8
Cc1cccc(C)c1NC(=O)CN(C)C(=O)c1cccc(S(=O)(=O)N2CCN(C)CC2)c1	5	-4	2	2	-4	12	-4	6
CCC(CC)NC(=O)CN1CCN(S(=O)(=O)c2ccc(Br)s2)CC1	8	-1	2	8	-10	6	1	-10
CC1CCC(NC(=O)C2c3ccccc3C(=O)N2CCCN2CCOCC2)CC1 (configuration not stated)	-5	2	-9	4	-6	5	-4	-4
COCCn1c(SCC(N)=O)nnc1-c1c[nH]c2ccccc12	-10	-4	11	-8	6	-6	-3	-11
COc1ccccc1/C=C(/C(=O)OCC(=O)Nc1ccccc1C)c1ccccc1	5	1	6	0	6	-13	-2	1
COc1ccccc1Oc1coc2cc(O)ccc2c1=O	-9	7	-1	5	1	-2	4	2
COc1cc(OC)cc(C(=O)NNC(=O)c2ccc3ccccc3n2)c1	-8	-40	3	0	25	-30	-14	-15
COc1ccc(-n2nc(C(=O)NCC(=O)NCc3ccco3)c3ccccc3c2=O)cc1	-11	-5	9	12	5	7	2	7
CC1(C)Cc2cccc(OCC(=O)N3CCN(c4cccc(C(F)(F)F)c4)CC3)c2O1	-1	14	45*	-1	5	10	-2	16
Cc1[nH]n(-c2ccccc2)c(=O)c1C(c1cccc([N+](=O)[O-])c1O)c1c(C)[nH]n(-c2ccccc2)c1=O	-3	-60	88*	31	6	-1	6	1
O=C(CSc1nnc(-c2ccco2)o1)NC1CCCCCC1	3	-6	-2	2	-2	9	-8	-8

Hits appear at their usual frequency; any-hit rate near 3.6%.
